RGS8-Gao reg = regulators of human RGS8-Galphao interaction; response (percent of control binding), % at 10 µM; 0.34% of 220,000 active; multiplexed bead flow cytometry, RGS8-Galphao binding; actives lie on both sides; P09471; in the data active = response below about 60% or above about 140%; inactive = in between;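 note: Galphao activated as the GDP aluminium fluoride complex binding bead-coupled RGS8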
Target sequence (P09471 whole entry, looked up): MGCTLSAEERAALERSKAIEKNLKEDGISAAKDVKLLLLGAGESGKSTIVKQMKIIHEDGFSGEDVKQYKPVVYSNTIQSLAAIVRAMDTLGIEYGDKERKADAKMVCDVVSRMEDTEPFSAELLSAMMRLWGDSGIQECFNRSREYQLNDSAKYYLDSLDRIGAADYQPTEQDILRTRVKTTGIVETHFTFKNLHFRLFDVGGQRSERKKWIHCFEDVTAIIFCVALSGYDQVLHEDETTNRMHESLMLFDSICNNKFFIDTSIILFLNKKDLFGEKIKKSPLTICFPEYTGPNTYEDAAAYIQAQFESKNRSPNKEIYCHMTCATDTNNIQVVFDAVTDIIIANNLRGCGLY
GSH fluor = GSH bead compound fluorescence profile; GSH beads flow cytometry, compound fluorescence 488/530 nm; hits give high values; fluorescence (KMESF) at 10 µM; 0.25% of 190,000 active; AID 1776; in the data active = fluorescence above about 89;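 note: glutathione beads carrying GST-tagged Bcl family fusion proteins plus one bare bead set; values are compound well signal with DMSO vehicle wells as background; inactives centre near 16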
Bcl-B Bim block = disrupts Bim peptide binding to human Bcl-B; Q9HD36; bead-based flow cytometry; inhibition, % at 10 µM; 0.073% of 190,000 active; AID 951;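 note: 0% = tracer peptide without compound and 100% = reference inhibitor peptide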
RGS7-Gao reg = modulates binding of RGS7 to human Galphao | P09471 | Multiplexed bead flow cytometry; actives lie on both sides | binding response (% of control), % at 10 µM | 0.35% of 220,000 active; in the data active = binding response below about 49% or above about 150%; inconclusive = no clear call, values can overlap the other calls; inactive = in between;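 note: fluorescent Galphao held in activated GDP-AlF4 state binding bead-coupled RGS7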
Bim-Bcl-W = human Bim-Bcl-W interaction inhibition | Q92843 | bead-based flow cytometry, Bim peptide-Bcl-W binding | inhibition, % at 10 µM | 0.02% of 190,000 active;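 note: 0% = bound tracer without compound and 100% = peptide blocker; higher means less fluorescent Bim peptide bound to Bcl-W beads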
Target sequence (Q92843 whole entry, looked up): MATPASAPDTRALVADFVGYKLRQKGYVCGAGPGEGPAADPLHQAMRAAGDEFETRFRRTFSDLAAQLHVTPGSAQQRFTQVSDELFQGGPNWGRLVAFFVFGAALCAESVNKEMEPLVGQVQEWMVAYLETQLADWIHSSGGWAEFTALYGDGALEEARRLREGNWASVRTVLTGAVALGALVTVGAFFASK
RGS4-Gao reg = modulates binding of RGS4 to human Galphao | binding response (% of control), % at 10 µM | Multiplexed bead flow cytometry; actives lie on both sides | 0.33% of 220,000 active | P09471; in the data active = binding response below about 49% or above about 150%; inactive = in between;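 note: fluorescent Galphao activated with aluminum fluoride binding bead-coupled RGS4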
Bim-Bcl-2 = disrupts Bim peptide binding to human Bcl-2; P10415; Bead-based flow cytometry, Bim peptide-Bcl-2 binding; inhibition, % at 10 µM; 0.06% of 190,000 active; AID 950; in the data active = inhibition above about 40%; inconclusive = no clear call, values can overlap the other calls;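 note: 0% = no compound wells with probe peptide and 100% = reference peptide inhibitor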
Target sequence (P10415 whole entry, looked up): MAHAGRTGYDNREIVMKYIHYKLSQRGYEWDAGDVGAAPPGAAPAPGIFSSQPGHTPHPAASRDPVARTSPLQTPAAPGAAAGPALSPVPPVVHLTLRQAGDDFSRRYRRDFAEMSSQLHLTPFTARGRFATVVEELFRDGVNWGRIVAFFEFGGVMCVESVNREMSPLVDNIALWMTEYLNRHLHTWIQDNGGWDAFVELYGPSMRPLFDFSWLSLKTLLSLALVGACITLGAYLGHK
Bim-Bcl-XL = human Bim-Bcl-XL interaction inhibition. Q07817. Bim peptide-Bcl-XL binding, bead flow cytometry, fluorescence. 0.04% of 190,000 active. inhibition, % at 10 µM
Target sequence (Q07817 whole entry, looked up): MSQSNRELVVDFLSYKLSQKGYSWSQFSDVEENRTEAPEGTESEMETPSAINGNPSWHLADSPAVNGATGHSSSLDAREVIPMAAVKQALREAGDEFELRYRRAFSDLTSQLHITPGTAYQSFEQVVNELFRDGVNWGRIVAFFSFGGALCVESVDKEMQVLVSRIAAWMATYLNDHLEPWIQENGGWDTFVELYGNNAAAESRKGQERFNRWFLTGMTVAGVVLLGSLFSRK
Bfl-1 Bim block = disrupts Bim binding to human Bfl-1. Q16548. Bead-based flow cytometry, Bim-Bfl-1 binding inhibition. inhibition, % at 10 µM. 0.12% of 190,000 active. AID 1008;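 note: 0% = wells without compound plus tracer and 100% = blocker peptide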
Mcl-1 Bim block = human Bim-Mcl-1 interaction inhibition; Bead-based flow cytometry, Bim peptide-Mcl-1 binding; inhibition, % at 10 µM; AID 1009; Q07820; 0.1% of 190,000 active;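 note: 0% = no compound tracer wells and 100% = peptide blocker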
Mcl1-Bid inh = Mcl-1/Bid interaction inhibition. Q07820. TR-FRET Mcl-1/Bid-Dy647 peptide binding, 1536-well. inhibition, % at 21.7 µM. 0.97% of 220,000 active. AID 1021;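 active = compounds that cut the binding signal by more than half at the single screening dose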;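 note: His-tagged Mcl-1 with europium anti-His antibody binding Bid BH3 peptide; 0% = Mcl-1 plus peptide wells and 100% = peptide-only wells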
Numbers without * were called inactive; ? = inconclusive. Cut-off read from the data, not from the text of the source, unless noted: active = inhibition above about 40%. Compounds were not picked by outcome; any-hit rate near 1.8%.

Compound	Bim-Bcl-W	GSH fluor	RGS8-Gao reg	RGS7-Gao reg	Bim-Bcl-XL	Bcl-B Bim block	RGS4-Gao reg	Bfl-1 Bim block	Bim-Bcl-2	Mcl-1 Bim block	Mcl1-Bid inh
O=S(Cc1ccc(Br)cc1)Cc1nnc(SCc2ccc(Br)cc2)n1-c1ccccc1 (stereo not drawn)	3.0	23	101.9	100.7	-4.0	-4.0	100.2	0.0	0.0	-6.0	-2.9
O=S(=O)(Cc1ccccc1Cl)Nc1ccccn1	-2.0	25	96.9	93.2	-1.0	-1.0	93.8	-1.0	-2.0	-2.0	3.7
COC(=O)c1[nH]c2ccc(F)cc2c1NS(=O)(=O)c1ccc(OC)cc1OC	-1.0	49	99.0	96.8	0.0	-2.0	98.3	-3.0	-2.0	-2.0	-20.9
COc1ccc(N2C(=S)NC3c4cc(Cl)ccc4OC2(C)C3C(=O)N(C)C)cc1 (stereo not drawn)	0.0	18	102.4	105.3	-4.0	-5.0	102.6	-6.0	-3.0	-1.0	-50.2
O=C(NC(=S)Nc1ccc2c(c1)OCCO2)c1ccccc1F	-3.0	18	97.3	?	-3.0	-4.0	95.2	-5.0	-3.0	-3.0	67.8*
CC(C)(C)c1ccc(-c2nnc(SCC(=O)Nc3sc4c(c3C#N)CCCC4)o2)cc1	-7.0	10	104.6	100.4	-5.0	-8.0	101.1	-4.0	-5.0	-5.0	-22.5
CN1CCc2c(sc3c2C(=O)NC(c2ccc(-c4cccc(Cl)c4)o2)N3)C1 (stereo not drawn)	-1.0	18	100.7	100.6	-1.0	-5.0	98.5	0.0	-4.0	-1.0	-1.8
CC(C)(C)NC(=O)NC(=O)CN1CCN(C(c2ccccc2)c2ccccc2)CC1	-1.0	11	99.6	?	-2.0	-3.0	101.2	-6.0	-3.0	-2.0	-11.7
O=C(CSc1nnc2scc(-c3ccc(F)cc3)n12)NCc1ccco1	2.0	54	99.5	96.3	-12.0	-8.0	98.5	-8.0	-5.0	-3.0	-58.1
O=C(CCN1C(=O)c2ccc([N+](=O)[O-])cc2C1=O)Nc1ccc(O)cc1C(=O)O	-2.0	11	100.2	99.8	-2.0	0.0	100.9	-4.0	-1.0	0.0	-30.9
Cc1ccc(C(=O)O/N=C2\CCCc3ccccc32)cc1	5.0	13	102.0	95.8	-2.0	-10.0	102.4	-12.0	-14.0	-1.0	-21.0
COc1ccccc1N1CCN(C(=O)/C=C/c2ccc(C)cc2)CC1	-6.0	9	98.1	98.5	-6.0	-4.0	98.5	2.0	0.0	-10.0	-40.1
Cc1ccc(C)c(S(=O)(=O)Nc2ccccc2C(=O)Nc2ccccc2N2CCOCC2)c1	3.0	7	100.6	100.0	-6.0	-2.0	100.0	-9.0	-5.0	3.0	-50.1
CC(C)CC(=O)NCCc1ccncc1	-4.0	7	99.9	100.7	0.0	1.0	104.3	-1.0	-2.0	0.0	-3.4
O=C(/C=C/c1ccccc1)N/C(=C/c1ccccc1)C(=O)NCCCO	-1.0	9	112.9	103.7	-3.0	2.0	105.1	6.0	7.0	-4.0	-1.1
COC(=O)CCc1c(C)[nH]c(C(=O)OCc2ccccc2)c1C	0.0	20	93.2	92.4	-2.0	-3.0	92.0	-1.0	0.0	-7.0	-25.6
O=C(CSc1nnc2ccccn12)NC(=O)Cc1ccccc1	-2.0	65	100.1	101.3	1.0	-1.0	100.1	2.0	0.0	-2.0	9.7
CCCc1ccc(-c2cc(C(=O)NC3=NCCS3)c3ccccc3n2)cc1	-7.0	9	99.9	98.6	-5.0	-3.0	96.2	0.0	0.0	-12.0	-4.2
O=C(/C=C/c1cccs1)c1ccc(NC(=O)c2cccc(Br)c2)cc1	0.0	19	96.4	96.0	0.0	0.0	100.1	8.0	5.0	2.0	-2.4
CCCn1c(SCC(=O)Nc2nnc(CC)s2)nnc1-c1ccco1	13.0	28	93.6	98.8	15.0	4.0	94.0	9.0	5.0	6.0	1.1

One compound at a time, as listed above:
O=C(/C=C/c1cccs1)c1ccc(NC(=O)c2cccc(Br)c2)cc1 in the list: Bim-Bcl-W = 0.0; GSH fluor = 19; RGS8-Gao reg = 96.4; RGS7-Gao reg = 96.0; Bim-Bcl-XL = 0.0; Bcl-B Bim block = 0.0; RGS4-Gao reg = 100.1; Bfl-1 Bim block = 8.0; Bim-Bcl-2 = 5.0; Mcl-1 Bim block = 2.0; Mcl1-Bid inh = -2.4
CCCc1ccc(-c2cc(C(=O)NC3=NCCS3)c3ccccc3n2)cc1 in the list: Bim-Bcl-W = -7.0; GSH fluor = 9; RGS8-Gao reg = 99.9; RGS7-Gao reg = 98.6; Bim-Bcl-XL = -5.0; Bcl-B Bim block = -3.0; RGS4-Gao reg = 96.2; Bfl-1 Bim block = 0.0; Bim-Bcl-2 = 0.0; Mcl-1 Bim block = -12.0; Mcl1-Bid inh = -4.2

The list goes on:
Compound	Bim-Bcl-W	GSH fluor	RGS8-Gao reg	RGS7-Gao reg	Bim-Bcl-XL	Bcl-B Bim block	RGS4-Gao reg	Bfl-1 Bim block	Bim-Bcl-2	Mcl-1 Bim block	Mcl1-Bid inh
O=C(O)C1CCCN1c1ncnc2c1oc1ccccc12 (stereo not drawn)	-2.0	18	100.6	99.3	0.0	0.0	98.7	-1.0	-4.0	-2.0	-8.2
CCOC(=O)c1[nH]c2ccccc2c1NC(=S)Nc1cc(C)ccc1C	-6.0	17	102.6	100.1	-4.0	-8.0	104.4	0.0	-3.0	-4.0	-29.7
COc1cccc2c(=O)n(CC(=O)Nc3cccc(F)c3)ccc12	0.0	20	95.0	92.1	-3.0	-4.0	93.0	-11.0	-6.0	-1.0	-10.7
CN1CCN(C(=S)c2cn(CCOc3ccccc3F)c3ccccc23)CC1	-3.0	9	99.5	92.0	-2.0	-4.0	98.7	-7.0	0.0	-1.0	-23.8
COc1ccc(NC(=O)CN2C(=O)N(C)Cc3ccccc32)c(C)c1	0.0	15	103.8	100.7	0.0	2.0	103.9	3.0	1.0	-1.0	4.9
O=C(NC1CCCCC1)N1CCN(S(=O)(=O)c2ccc(F)cc2)CC1	-6.0	16	101.5	99.0	-7.0	-9.0	97.2	-4.0	-3.0	-3.0	-41.0
Cc1csc(NC(=O)COc2ccc3c(C)cc(=O)oc3c2)n1	-1.0	64	103.4	103.0	-9.0	-10.0	104.1	-11.0	-6.0	-4.0	29.5
Cc1cccc(NC(=O)NNC(=O)c2cc(-c3ccccc3Cl)nc3ccccc23)c1	3.0	20	98.0	99.0	0.0	0.0	107.4	2.0	1.0	-4.0	-12.7
Cc1cc(NC(=O)CCCN2C(=O)/C(=C/c3cccs3)SC2=S)no1	-3.0	12	106.5	104.7	-4.0	-2.0	103.5	3.0	1.0	-2.0	-7.8
COc1ccc(C(=O)Nc2ccc(NC(=O)c3cnccn3)cn2)cc1	1.0	13	114.1	108.4	-1.0	2.0	107.7	0.0	1.0	3.0	9.5
CCCCCCN1C=CC=C/C1=C/C=C(C#N)C#N	-3.0	9	101.2	101.1	-7.0	-5.0	100.2	0.0	-1.0	-2.0	-1.6
COc1cc2c(cc1OC)C(c1cc3cc4c(cc3[nH]c1=O)OCO4)N(C(=O)C(C)C)CC2 (stereo not drawn)	-2.0	16	102.2	96.7	-3.0	-1.0	97.8	0.0	-9.0	-1.0	11.8
O=C(COC(=O)Cc1c[nH]c2ccccc12)Nc1ccccc1	-2.0	8	97.4	92.9	-3.0	-6.0	93.7	-2.0	-5.0	-5.0	-3.5
O=C(/C=C/N1CCOCC1)c1cc2ccccc2o1	0.0	27	99.9	102.1	-1.0	-2.0	99.5	-2.0	0.0	2.0	74.6*
COc1ccc(CCNC(=O)Cn2nnc(-c3ccccc3F)n2)cc1OC	1.0	27	99.0	94.6	6.0	-3.0	94.5	-13.0	-6.0	1.0	-18.6
CCOC(=O)c1c(C(F)(F)C(F)(F)C(F)(F)C(F)(F)F)n[nH]c1C	1.0	41	98.9	100.6	0.0	-8.0	97.5	-10.0	-8.0	-2.0	1.3
O=C(c1cc2cc(Br)ccc2oc1=O)N1CCN(c2ccccn2)CC1	-1.0	35	101.2	102.8	-6.0	-9.0	100.7	-19.0	-14.0	-5.0	1.8
CCn1c(SCC(=O)Nc2ccc3c(c2)OCCO3)nnc1-c1ccco1	0.0	36	98.6	101.1	-1.0	-7.0	99.9	-11.0	-4.0	0.0	-10.6
CCOc1c2ccc(C(=O)NCCCCc3ccccc3)cc2nn1C	-2.0	18	90.5	96.3	-1.0	-1.0	94.6	-1.0	-4.0	-1.0	-0.9
Cc1cc(C)n(-c2nc3ccccc3n3cnnc23)n1	0.0	13	88.7	76.6	2.0	0.0	68.7	0.0	-3.0	0.0	-32.4
Cc1ccc(C)c(S(=O)(=O)C(C#N)c2nc3ccccc3nc2N2CCOCC2)c1 (stereo not drawn)	-4.0	22	98.2	98.1	-7.0	-5.0	100.1	-8.0	0.0	-7.0	5.9
O=C(CSc1nnnn1C1CCCCC1)Nc1ccc2c(c1)OCO2	0.0	8	108.2	110.4	-3.0	2.0	105.2	-1.0	1.0	1.0	-17.3
COc1ccccc1NC(=O)c1nn(-c2ccc(Cl)cc2)ccc1=O	0.0	18	99.5	98.7	0.0	0.0	97.1	-2.0	-1.0	0.0	-21.2
CCCNC(=O)c1noc2c1CCc1cc(OC)ccc1-2	1.0	20	98.3	94.9	0.0	-3.0	95.4	-1.0	-2.0	0.0	-6.4
COC(=O)c1ccc(C2CC(=O)Nc3cc(OC)c(OC)c(OC)c32)cc1 (stereo not drawn)	0.0	32	101.5	97.7	-8.0	-12.0	100.4	-18.0	-11.0	-4.0	-2.1
CCCc1c(O)c2ccccc2n(-c2ccccc2)c1=O	-2.0	14	95.5	88.7	-2.0	-2.0	92.6	-2.0	-6.0	-4.0	-36.3
COC(=O)c1ccc(OC(=O)c2ccco2)cc1	6.0	11	101.9	97.5	2.0	5.0	90.9	0.0	5.0	6.0	-22.0
CCc1nc(C)cn1S(=O)(=O)c1cc(C)c(OC)c(C)c1C	0.0	23	100.3	101.4	-6.0	-9.0	102.2	-15.0	-9.0	0.0	7.7
O=c1cc(-c2cccc(Br)c2)nc(-c2ccccc2F)o1	-1.0	9	103.4	103.3	-4.0	-3.0	104.5	7.0	0.0	-4.0	-24.1
COc1ccc(CC(=O)Nc2ccc(-c3cn4cccc(C)c4n3)cc2)cc1OC	3.0	54	101.3	100.0	0.0	0.0	99.7	-1.0	1.0	2.0	-25.6
O=C(CSc1nnc(-c2ccco2)n1Cc1ccccc1)OC1CCCCC1	-3.0	24	100.6	98.2	0.0	-1.0	96.1	-1.0	-4.0	-2.0	6.4
CNC(=O)CO/N=C/c1ccc(N(C)C)cc1	2.0	10	104.3	101.9	-2.0	-4.0	103.8	-1.0	-1.0	-1.0	-40.2
CCOC(=O)c1cnc(SCCN2CCOCC2)nc1N	1.0	11	103.6	100.6	-4.0	-2.0	103.6	-5.0	-4.0	0.0	-19.3
O=C(COC(=O)CCc1ccccc1)Nc1ncc(Cl)cc1Cl	-1.0	46	120.2	107.7	9.0	-3.0	109.7	-5.0	-5.0	-13.0	-28.1
O=C(Nc1ccc(F)cc1)N1CCC(c2nc3c(nnn3Cc3cccc(Cl)c3)c(=O)[nH]2)CC1	-1.0	34	100.5	98.1	-14.0	-17.0	99.0	-19.0	-8.0	-8.0	-0.1
O=C(Cc1ccccc1)NNC1=NS(=O)(=O)c2ccccc21	-2.0	10	100.4	103.4	-4.0	-5.0	101.6	-7.0	-6.0	-1.0	-25.8
CN(C)CCCN(C(=O)c1ccco1)c1nc2c(F)cccc2s1	0.0	11	99.8	?	0.0	-3.0	99.3	-4.0	-1.0	-2.0	-33.7
Cc1c(NC(=O)CSc2ccccc2F)c(=O)n(-c2ccccc2)n1C	0.0	11	101.8	?	0.0	0.0	100.0	2.0	0.0	0.0	-3.2
